Source: PubChem (several laboratories)
dFosB act = mouse delta FosB homodimer activation; P13346; purified delta FosB, TAMRA-CDK5 oligo fluorescence polarization; percent of positive-control signal above neutral wells; activation, % at 25 µM; hit rate 0.99% among 340,000;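 active = mean activation above about 17%, with every replicate also reaching it, limit read from the data, passing the limit was not always enough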;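 also: fluorescence polarization rise as delta FosB binds a TAMRA Cdk5 AP-1 oligo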
Target sequence (P13346 whole entry, looked up): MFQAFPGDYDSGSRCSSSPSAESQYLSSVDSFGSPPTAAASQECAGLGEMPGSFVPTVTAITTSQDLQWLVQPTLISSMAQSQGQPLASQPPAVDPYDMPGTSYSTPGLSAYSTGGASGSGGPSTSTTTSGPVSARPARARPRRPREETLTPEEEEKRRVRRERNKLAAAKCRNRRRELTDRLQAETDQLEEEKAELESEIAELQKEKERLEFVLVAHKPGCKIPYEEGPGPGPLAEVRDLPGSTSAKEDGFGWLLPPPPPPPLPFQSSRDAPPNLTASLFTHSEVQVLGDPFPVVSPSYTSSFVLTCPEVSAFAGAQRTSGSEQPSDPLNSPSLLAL
CDK5 p35 inh = blocks human CDK5/p35 kinase activity. Q00535+Q15078. inhibition, % at 10 µM. hit rate 0.01% among 330,000. Recombinant CDK5/p35, ADP-Glo luminescence, 60 min;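 active = highest replicate inhibition of at least 50% and at least 75% of replicates reaching 50%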;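 also: plate controls were DMSO neutral control for no effect and GW8510 at 10 µM for full effect; many of its hits are not listed in these tables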
Target sequence (Q00535 whole entry, looked up): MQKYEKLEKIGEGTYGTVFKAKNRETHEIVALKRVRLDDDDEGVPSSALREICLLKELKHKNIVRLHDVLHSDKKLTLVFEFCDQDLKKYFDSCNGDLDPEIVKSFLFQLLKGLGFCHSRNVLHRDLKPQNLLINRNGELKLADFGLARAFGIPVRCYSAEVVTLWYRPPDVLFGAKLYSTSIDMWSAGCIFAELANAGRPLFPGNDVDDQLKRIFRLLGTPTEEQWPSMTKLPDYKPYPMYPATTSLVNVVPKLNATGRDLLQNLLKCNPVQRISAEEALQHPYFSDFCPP
Target sequence (Q15078 whole entry, looked up): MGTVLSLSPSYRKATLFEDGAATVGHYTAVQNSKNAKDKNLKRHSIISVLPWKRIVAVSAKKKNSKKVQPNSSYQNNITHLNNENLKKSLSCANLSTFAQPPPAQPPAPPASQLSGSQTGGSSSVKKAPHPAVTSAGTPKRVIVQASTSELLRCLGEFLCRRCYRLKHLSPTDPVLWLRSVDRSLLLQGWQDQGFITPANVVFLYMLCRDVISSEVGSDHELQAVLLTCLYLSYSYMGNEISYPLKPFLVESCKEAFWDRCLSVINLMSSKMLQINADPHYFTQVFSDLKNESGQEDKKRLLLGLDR
CAL PDZ FP-1 = blocks peptide binding to the human CAL PDZ domain; hit rate 0.92% among 300,000; purified CAL PDZ, TMR-peptide fluorescence polarization, 1 h; AID 602252; Q9HD26; inhibition, % at 24.9 µM;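 active = mean inhibition of at least 30% with at least half of replicates also reaching 30%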;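 also: 0% = DMSO neutral control and 100% = excess unlabeled competitor peptide PRC23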
Wnt bcat act = activates Wnt/beta-catenin signaling in a reporter cell assay | activator, plate reader | activation, % at 9.35 µM | hit rate 1.2% among 300,000; in the data active = activation above about 30%, passing the limit was not always enough;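 also: 0% = neutral control wells and 100% = positive control wells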
CAL PDZ FP-2 = human CAL PDZ-peptide interaction inhibition; Q9HD26; purified CAL PDZ, TMR-peptide fluorescence polarization, 1 h; inhibition, % at 20 µM; hit rate 0.02% among 330,000; AID 504414;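 active = highest replicate inhibition of at least 40%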;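 also: plate controls were DMSO neutral control wells for no effect and unlabeled competitor peptide control wells for full effect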
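Material: tagged CAL PDZ protein CerCALP, purified; buffer or medium: sodium phosphate/NaCl buffer pH 7.4 with TCEP, IgG, Thesit; also added: fluorescent TMR peptide probe; schedule: 1 h incubation at room temperature before polarization reading; technique: fluorescence polarization from S- and P-plane intensities, G-factor corrected; control set: unlabelled peptide and DMSO controls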
MITF act = increases MITF-driven TRPM1 promoter luciferase signal | AID 588334 | hit rate 0.75% among 300,000 | SK-MEL-5 TRPM1-promoter luciferase, 24 h; % of positive control, neutral wells = 0 | activation, % at 12.5 µM;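 active = mean activation of at least 80% with every replicate also reaching 80%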;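 also: 0% = neutral control wells and 100% = parthenolide positive control wells; values of inactives mirror those of a sister screen read the other way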
Rtt109 Vps75 = inhibitors of Candida albicans Rtt109/Vps75 histone acetyltransferase | Q5AAJ8 | hit rate 0.16% among 330,000 | purified Rtt109/Vps75, ThioGlo CoA-SH fluorescence, 4 h | inhibition, % at 34.9 µM;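 active = inhibition of at least 50% in every replicate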
RTF Ca sens act = increases calcium sensitivity of human cardiac regulated thin filaments | IANBD-labeled TnC RTF fluorescence at EC20 calcium; 0% EC20 calcium, 100% full calcium | activation, % at 7.2 µM | hit rate 0.24% among 340,000;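 active = activation above the mean over all tested compounds plus 3 SD, cut at about 30% in these data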;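 also: rise in fluorescence read as greater calcium sensitivity of cardiac thin filaments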
V-ATPase pH = regulators of yeast V-ATPase proton transport; hit rate 0.37% among 350,000; S. cerevisiae, pHLuorin cytosolic pH fluorescence; response, % at 10 µM; in the data active = response mostly above about 7.3%, no sharp cut-off; inactive = mostly below about 5.4%; also: actives read high; inactives centre near 0; some compounds called inactive have numbers as strong as hits
Tat transport = E. coli Tat transport inhibition; E. coli MC4100 TorA-mCherry Tat export, fluorescence; inhibition, % at 10 µM; hit rate 0.036% among 340,000; AID 488895;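 active = mean replicate inhibition at least 50% and at least half of replicates individually reaching 50%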;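 also: exported cargo escapes ClpAP degradation while cytoplasmic cargo is degraded and loses fluorescence; 0% = median of neutral control wells and 100% = median of NaSCN control wells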
Active calls of the source: *; / = no result given.

SMILES | dFosB act | CDK5 p35 inh | CAL PDZ FP-1 | Wnt bcat act | CAL PDZ FP-2 | MITF act | Rtt109 Vps75 | RTF Ca sens act | V-ATPase pH | Tat transport
CC(C1CC1)N(Cc1ccccc1)C(=O)NC(=O)c1ccc(F)cc1 (stereo unspecified) | -9 | 0.1 | -2 | 1 | -1.5 | -4 | 3 | 3 | 6 | 9
COc1ccccc1Cn1c(=S)[nH]c2ccc(Br)cc2c1=O | 0 | 0.5 | -3 | 2 | -1.4 | -18 | 9 | -2 | 0 | -7
O=C(CN1C(=O)C2CC=CCC2C1=O)NCC(=O)Nc1ccc(F)c(F)c1F (stereo unspecified) | -7 | -2.6 | -5 | -2 | -2.4 | -2 | -17 | -1 | -4 | -1
O=C(OCC(=O)c1ccc[nH]1)c1ccc(Cl)nc1 | -5 | -3.4 | -6 | 5 | -0.7 | 11 | -17 | 3 | 0 | 8
COCCNC(=O)c1onc(CSc2nc3ccccc3[nH]2)c1C(=O)NCCOC | -2 | 0.6 | -2 | -1 | 0.2 | 9 | -5 | 7 | 1 | 2
CC(C)P(=O)(Cc1cccc(C#N)c1)C(C)C | 3 | 3.5 | -1 | / | -1.9 | -8 | / | 0 | 2 | 3
O=C(CSc1nnc(-c2cccnc2)n1-c1ccc(SC(F)F)cc1)N1CCCc2ccccc21 | -4 | 0.2 | -4 | -4 | -2.9 | -12 | / | 0 | -5 | 1
COc1ccccc1NS(=O)(=O)c1cc(NC(=O)c2sccc2C)ccc1N1CCCC1 | -5 | -0.7 | 4 | -4 | 0.4 | 15 | -5 | -5 | 0 | -3
CCOc1ccccc1N(CC(=O)N1CCOCC1)S(=O)(=O)c1ccccc1 | 0 | 0.3 | 3 | / | -1.1 | 3 | -4 | 1 | 5 | -1
O=C(CN1CCN(Cc2ccccc2Cl)CC1)N=Nc1c(O)[nH]c2ccccc12 | -11 | -0.9 | 7 | -2 | -2.5 | -2 | 9 | 4 | 2 | 0
Cc1cc(NC(=O)CN(C)S(=O)(=O)c2ccc(-c3ccc(=O)[nH]n3)s2)ccc1Br | 15 | 1.7 | -2 | -4 | -1.5 | -13 | 1 | -2 | -1 | -3
CC(C)(C)NC(=O)CC1C[C@H](C(=O)N2CCOCC2)[C@@]2(C)c3[nH]c4ccccc4c3CCN2C1=O (stereo partly specified) | -4 | -2.9 | -8 | -1 | 0.2 | 1 | -2 | -8 | 0 | 0

Look-ups from the entries so far.
For MITF act, `CC(C)(C)NC(=O)CC1C[C@H](C(=O)N2CCOCC2)[C@@]2(C)c3[nH]c4ccccc4c3CCN2C1=O` (stereo partly specified) is entered as 1
For CDK5 p35 inh, `O=C(OCC(=O)c1ccc[nH]1)c1ccc(Cl)nc1` is entered as -3.4

Following part.
SMILES | dFosB act | CDK5 p35 inh | CAL PDZ FP-1 | Wnt bcat act | CAL PDZ FP-2 | MITF act | Rtt109 Vps75 | RTF Ca sens act | V-ATPase pH | Tat transport
CCOc1ccc(N2C(=O)Nc3ccccc3C2(O)C(=O)NCc2ccc3c(c2)OCO3)cc1 (stereo unspecified) | -4 | -1.0 | -2 | 2 | -3.3 | / | -7 | 3 | 10 | 8
CC(C)C(C)NC(=O)COc1ccc(S(=O)(=O)N2CCOCC2)cc1Cl (stereo unspecified) | 1 | 3.0 | / | -1 | 0.4 | 1 | 4 | 8 | 3 | 8
CCO[C@@H]1OC(C(=O)N2CCN(C)CC2)=C[C@H](C2CCCCC2)[C@H]1CCCO | -2 | -2.1 | -1 | -3 | -1.6 | 1 | -4 | 3 | 1 | -8
O=C(N/N=C\c1cccc(F)c1)c1ccc(Cn2cc(Br)c([N+](=O)[O-])n2)o1 | 14 | 1.3 | -4 | 5 | -3.6 | -7 | 0 | -6 | -2 | -6
Cc1cccc(C(=O)N/N=C/c2ccncc2)c1 | 3 | -1.1 | 0 | / | -0.8 | / | -4 | -3 | 5 | -10
Cc1ccc2c(c1)C=CC(C#N)N2C(=O)c1ccccc1 (stereo unspecified) | -6 | -0.7 | -7 | / | -2.7 | -13 | -4 | -6 | 2 | -4
Cc1ccc2c(c1)N(CC(=O)Nc1ncccc1C)C(=O)C(C(C)C)O2 (stereo unspecified) | 5 | -3.8 | 2 | 0 | -0.4 | / | -2 | -1 | -1 | -8
CCn1c(SCC(=O)NCCOC)nc2sc3c(c2c1=O)CCCC3 | -1 | -1.9 | 0 | / | 1.4 | 9 | -3 | -1 | -1 | -5
Cc1ccc(NC(=O)C2CC(O)CN2C(=O)OCc2ccccc2)c(C)c1 (stereo unspecified) | -11 | -0.6 | 2 | 1 | 0.8 | -3 | -3 | 4 | -83 | 1
Cc1cc2ncn(CC(C)C)c2cc1C | -8 | -1.0 | 3 | 0 | -0.4 | 3 | -3 | 6 | -3 | 1
CCOP(=O)(OCC)C(Nc1cccc([N+](=O)[O-])c1)c1ccccc1 (stereo unspecified) | -4 | -1.7 | -4 | -1 | -1.6 | 3 | 8 | -1 | 3 | -2
COc1ccc(NC(=O)c2ccc3ncsc3c2)c2ccccc12 | -11 | -1.5 | 4 | 1 | -1.5 | 16 | -12 | 2 | 1 | 5
COc1ccc(-c2nc3ccccc3c(=O)n2CCOc2cc(C)ccc2C)cc1 | -6 | -6.9 | -2 | -7 | -2.0 | 22 | -3 | -3 | 5 | 4
NNC(=O)Cn1c(-c2nonc2N)nc2ccccc21 | -10 | -1.2 | / | 0 | -1.0 | 0 | -12 | -1 | 4 | -2
COc1ccccc1NS(=O)(=O)c1ccc(O)cc1 | 5 | 0.2 | -4 | / | 0.0 | 3 | -9 | 6 | 4 | -5
O=C(OCc1nnc(-c2ccccc2)o1)C1=COCCO1 | -1 | -0.9 | 0 | / | -1.9 | 2 | -1 | -2 | -5 | 3
C=CCOc1ccccc1CN1CCC(n2nccc2NC(=O)C2CCOC2)CC1 (stereo unspecified) | -3 | 0.3 | -2 | -3 | -2.1 | 11 | -6 | 1 | 3 | -3
CC(Sc1nnnn1-c1ccc(O)cc1)C(=O)NNC(=O)c1ccc(F)cc1 (stereo unspecified) | -6 | -1.5 | -4 | 0 | -0.2 | -1 | 4 | 0 | -1 | -1
Cc1ccc2nc(NC(=O)C3CCN(S(=O)(=O)c4ccc5c(c4)oc(=O)n5C)CC3)sc2c1 | 29* | 0.3 | 0 | -1 | -0.9 | -37 | -2 | 2 | -1 | 0
Cn1nc(C(=O)Nc2ccc(Br)cc2)cc1C(=O)Nc1ccc(Br)cc1 | 40* | 0.9 | / | -1 | -1.0 | -7 | 4 | 2 | -3 | -7
CCCCCN(C(=O)CCC(=O)OCC(=O)NC1CCC(C)CC1)c1c(N)n(CCCC)c(=O)[nH]c1=O (stereo unspecified) | -6 | -0.7 | -4 | 3 | -2.6 | -3 | 15 | 0 | -2 | 7
CCCCc1nnc(NC(=O)C(C)Sc2nc(O)c(Cc3ccccc3)c(=O)[nH]2)s1 (stereo unspecified) | -5 | -1.4 | 0 | 0 | -2.8 | -6 | -1 | 6 | -1 | -9
Cc1c(Cc2ccccc2)c(=O)oc2cc(OCC(=O)N3CCC(C(=O)O)CC3)ccc12 | 3 | -0.6 | -4 | 2 | 0.9 | -7 | 7 | 1 | 2 | -4
CC(C)(C)c1cc(-n2ccnc2)n2ncc(-c3ccc(Cl)cc3)c2n1 | 12 | 0.6 | -3 | / | -3.7 | 37 | -5 | 2 | -6 | -5
CCO[C@H]1OC(C(=O)N2CCOCC2)=C[C@@H](C2CC2)[C@@H]1CCCO | 2 | 0.6 | -2 | -1 | 0.8 | 11 | -9 | -1 | 0 | 0
CC1(C)CC(=O)C(CC2C(=O)CC(C)(C)CC2=O)C(=O)C1 | 2 | -0.2 | -6 | 5 | -0.9 | / | 6 | -2 | 0 | 3
Cc1ccc(O)c(C(=O)c2cnc3c(c2)COc2ccc(C)cc2-3)c1 | -6 | -0.3 | -1 | -1 | -0.4 | 23 | 3 | -1 | -3 | 10
COc1ccc2nc(NC(=O)CN3CCOCC3)sc2c1 | 0 | -1.1 | -1 | 5 | -1.3 | 38 | -2 | -1 | -2 | 2
CCOC(=O)c1c(C)c(/C=N/Nc2ccccc2)n(C)c1C | -9 | -0.7 | -6 | 0 | -1.5 | 23 | 6 | 7 | -3 | 3
CCC1CCCCN1Cc1ccc(CNC(=O)CCc2nnc3ccc(N4CCCCC4)nn23)o1 (stereo unspecified) | -5 | 0.6 | -4 | 0 | -2.1 | -2 | 6 | -15 | 2 | -5
Oc1c(C(c2ccccc2)N2CCCCC2)sc2ncnn12 (stereo unspecified) | -2 | 0.9 | / | -2 | -0.9 | -13 | 2 | -1 | -4 | -6
C[C@H](CO)N1C[C@H](C)[C@H](CN(C)S(C)(=O)=O)Oc2c(cccc2N(C)C)C1=O | -2 | -2.6 | -1 | -2 | -0.4 | 1 | 1 | -5 | 3 | 1
CC(C)OC(=O)CSc1nnc(-c2ccc(Cl)cc2)n1N | -2 | -1.9 | / | / | -0.8 | -7 | -9 | 3 | 4 | 0
CCc1nnc(NC(=O)c2ccc(S(=O)(=O)N3CCCCCC3)cc2)s1 | 0 | 0.1 | -6 | 1 | / | 2 | 7 | -2 | -3 | -2
COc1ccccc1/C=C/c1nc(S(=O)(=O)c2ccccc2)c(NCCN(C)C)o1 | -1 | / | 4 | -1 | 2.5 | 12 | 9 | -2 | 3 | 5
COCCn1c(Cc2ccccc2)nnc1SCC(=O)N(C)C | -1 | -0.8 | 3 | -1 | 0.7 | -6 | -20 | -4 | 1 | 0
O=C(Nn1cnnc1)c1ccc(Cl)cc1[N+](=O)[O-] | -1 | 0.8 | -3 | -1 | 0.9 | -4 | -9 | -1 | 1 | -10
COc1cc(/C=C/C(=O)O)cc2c1OCCO2 | 3 | 0.6 | 1 | 2 | -1.0 | -12 | 2 | -4 | -1 | 3
Cc1nn(CCCC(=O)NCc2ccc(F)cc2)c(C)c1[N+](=O)[O-] | -7 | 0.6 | -2 | -3 | -1.8 | -3 | -3 | 4 | -2 | -1
CCOC(=O)CN1Cc2cccc(C(=O)O)c2C1=O | -1 | 0.7 | 4 | -1 | 0.2 | 8 | 4 | -1 | -1 | -6
CN1C(=O)/C(=C\c2ccccc2OCc2ccccc2)SC1=S | 2 | -0.6 | 3 | 2 | 0.1 | -3 | -2 | -6 | 4 | 4
c1ccc(-c2nc(-c3nccc4ccccc34)oc2-c2ccccc2)cc1 | -3 | 1.0 | -3 | 27 | -1.3 | 109* | -5 | -8 | 2 | 0
Cc1ccc(CNS(=O)(=O)CCNC(=O)c2ccc3c(c2)OCO3)cc1 | 0 | 7.3 | -7 | -1 | -1.7 | -8 | 3 | -6 | -2 | 2

Marked active in dFosB act, of those listed so far:
SMILES | dFosB act | CDK5 p35 inh | CAL PDZ FP-1 | Wnt bcat act | CAL PDZ FP-2 | MITF act | Rtt109 Vps75 | RTF Ca sens act | V-ATPase pH | Tat transport
Cc1ccc2nc(NC(=O)C3CCN(S(=O)(=O)c4ccc5c(c4)oc(=O)n5C)CC3)sc2c1 | 29* | 0.3 | 0 | -1 | -0.9 | -37 | -2 | 2 | -1 | 0
Cn1nc(C(=O)Nc2ccc(Br)cc2)cc1C(=O)Nc1ccc(Br)cc1 | 40* | 0.9 | / | -1 | -1.0 | -7 | 4 | 2 | -3 | -7
